Bioassay records as filed in PubChem.
GAA spleen mod: lysosomal alpha-glucosidase (human) modulation | P10253 | human spleen homogenate, 4-MU-alpha-glucoside fluorescence | Potency, µM (titrated, usually from 79.9 µM), inactives show top-dose activity change, negative = inhibition, actives largely listed as inhibitors | actives 0.006% (n = 240,000) | AID 2112;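 further: 0% = enzyme with vehicle and -100% = no enzyme basal signal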
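Compounds were titrated against alpha-glucosidase in spleen homogenate at pH 5.0, with 1 mM 4-methylumbelliferyl substrate for 40 min at 37 C. Reactions were quenched with pH 10 NaOH/glycine and fluorescence measured.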
JMJD2E inh: JMJD2E (human) inhibition | actives 1.6% (n = 230,000) | JMJD2E catalytic domain, FDH-coupled NADH fluorescence (FDH is formaldehyde dehydrogenase) | B2RXH2 | Potency, µM (doses to about 57.1 µM), for inactives: at the top dose activity change, negative = inhibition, usual class: inhibitors; active means well fitted inhibition curve with a large enough effect, not every such curve was filed as active; inconclusive means small, poorly fitted or top-dose-only effect, or another doubt; inactive means no such curve, though single readings can be large or run the other way;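 further: 0% = wells with enzyme and -100% = buffer wells without enzyme; nearly all actives have a fitted effect of over 50% in size; many of its hits are not listed in these tables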
GAA inh: inhibitors of human lysosomal alpha-glucosidase. purified human GAA, 4-MU-alpha-glucoside fluorescence. Potency, µM (series often up to 76.9 µM), for inactives: at the highest dose activity change, negative = inhibition, actives largely listed as inhibitors. actives 0.005% (n = 200,000). AID 1466;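 further: plate controls were uninhibited enzyme wells for no effect and no-enzyme background for full effect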
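Read-out is 4-methylumbelliferone fluorescence (Ex 365/Em 440 nm) after NaOH/glycine stop at pH 10. Enzyme 4 nM, substrate 400 uM, pH 5.0 citrate buffer, 20 min room temperature; AC50 from Hill-equation concentration-response.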
RGS12 GoLoco inh: blocks human Gai1 binding to RGS12 GoLoco peptide, red readout; Gai1:RGS12 GoLoco peptide FP, rhodamine, 10 min; P63096; actives 0.44% (n = 230,000); Potency, µM (top dose mostly 61.6 µM), inactives show top-dose activity, negative = inhibition, usual class: inhibitors; active means well fitted inhibition curve with a large enough effect, not every such curve was filed as active; inactive means no such curve, though single readings can be large or run the other way; further: on the % scale 0 is the no-effect control and ±100 the full control effect; nearly all actives have a fitted effect of over 30% in size; many of its hits are not listed in these tables
GAA glycogen mod: inhibitors or activators of human alpha-glucosidase glycogen cleavage | P10253 | Potency, µM (highest dose often 76.4 µM), without a hit: at the highest dose activity change, negative = inhibition, most hits filed as inhibitors | actives 0.38% (n = 300,000) | recombinant GAA, glycogen substrate, Amplex Red glucose oxidase fluorescence;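 further: 0% = full enzyme reaction and -100% = no-enzyme basal signal; the screen sought inhibitors and activators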
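Recombinant human alpha-glucosidase (4 nM final) hydrolysed bovine liver glycogen (30 ug) for 40 min at 37 C in pH 5.0 citrate/phosphate with 0.01% Tween-20. Released glucose detected by glucose oxidase/Amplex Red, Ex 573/Em 610 nm. Compounds up to 77 uM; AC50 from Hill fits.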
aGal spleen mod: inhibits or activates alpha-galactosidase in human spleen homogenate; P06280; human spleen homogenate, 4MU-alpha-Gal fluorescence, 40 min; Potency, µM (doses to about 80 µM), inactives show at the top dose activity change, negative = inhibition, actives largely listed as inhibitors; actives 0.008% (n = 240,000); AID 2107;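 further: 0% = enzyme with vehicle and -100% = no enzyme basal signal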
Target sequence (P06280 32-429 limits assumed): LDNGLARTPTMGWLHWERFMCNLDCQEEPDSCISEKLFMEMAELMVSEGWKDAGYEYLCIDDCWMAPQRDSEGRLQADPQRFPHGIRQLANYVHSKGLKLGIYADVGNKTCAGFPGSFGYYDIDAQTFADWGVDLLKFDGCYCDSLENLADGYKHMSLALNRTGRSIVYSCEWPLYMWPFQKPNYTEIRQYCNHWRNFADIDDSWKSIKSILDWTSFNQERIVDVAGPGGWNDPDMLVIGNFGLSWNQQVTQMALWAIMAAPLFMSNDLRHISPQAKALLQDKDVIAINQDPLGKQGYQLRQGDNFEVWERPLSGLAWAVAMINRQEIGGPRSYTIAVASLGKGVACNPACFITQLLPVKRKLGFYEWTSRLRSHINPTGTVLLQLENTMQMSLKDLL
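Human spleen homogenate (1 ug) as enzyme source, 4-methylumbelliferyl-alpha-D-galactopyranoside 1 mM final, citrate/phosphate pH 5.0 with 0.01% Tween-20. Compounds 40 min at 37C, NaOH/glycine stop; fluorescence Ex 365/Em 440, Hill-fit AC50.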
ALDH1A1 inh: inhibitors of human aldehyde dehydrogenase 1A1. Purified ALDH1A1, NADH fluorescence, propionaldehyde substrate. Potency, µM (doses to about 75.3 µM), inactives show at the top dose activity, negative = inhibition, most hits filed as inhibitors. actives 7.3% (n = 220,000). AID 1030; active means well fitted inhibition curve with a large enough effect, not every such curve was filed as active; inconclusive means small, poorly fitted or top-dose-only effect, or another doubt; inactive means no such curve, though single readings can be large or run the other way;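 further: plate controls were no enzyme wells and a reference inhibitor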
Target sequence (P00352 whole entry, looked up): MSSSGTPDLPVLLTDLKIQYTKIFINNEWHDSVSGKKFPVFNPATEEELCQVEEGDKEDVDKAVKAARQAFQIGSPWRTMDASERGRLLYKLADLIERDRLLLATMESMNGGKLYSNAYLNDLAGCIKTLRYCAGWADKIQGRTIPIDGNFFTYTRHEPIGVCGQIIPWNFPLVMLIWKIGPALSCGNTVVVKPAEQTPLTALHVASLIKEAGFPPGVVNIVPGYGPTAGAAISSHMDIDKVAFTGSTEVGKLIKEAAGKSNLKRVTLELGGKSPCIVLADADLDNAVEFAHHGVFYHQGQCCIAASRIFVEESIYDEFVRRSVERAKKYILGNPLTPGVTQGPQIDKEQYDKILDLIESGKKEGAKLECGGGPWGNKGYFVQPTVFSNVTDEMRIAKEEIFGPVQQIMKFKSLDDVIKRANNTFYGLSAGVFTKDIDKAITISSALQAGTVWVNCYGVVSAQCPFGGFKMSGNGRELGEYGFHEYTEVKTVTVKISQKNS
SMN2 splice enh: increases expression of the SMN2 splice variant; HEK293 SMN2-luciferase splicing reporter, luminescence, 30-36 h; Potency, µM (top dose mostly 46.1 µM), for inactives: at the highest dose activity change, positive = activation, most hits filed as activators; AID 1458; actives 2.8% (n = 210,000); further: % of control where 0% means no effect; nearly all actives have a fitted effect of over 55% in size
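HEK293 cells carry an SMN2 […]–luciferase reporter in which exon 7 inclusion puts luciferase in frame. Cells were plated 10-12 h before compound addition, then incubated 30-36 h at 37C. ONE-Glo luminescence was read; sodium butyrate at 4.5 mM final served as control.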
* = called active by the depositor; ? = inconclusive; / = not tested or not shown; & = joins results of further samples; [ ] = remark or other dose. Unless noted, the call rests on the fitted dose curve; in most records, active means well fitted curve in the direction sought with a large enough effect; inconclusive means small, poorly fitted or top-dose-only effect, or another doubt; inactive means no such curve, though single readings can be large; an effect the other way counts as inactive or inconclusive. Potency means the concentration at half of the fitted maximal effect. An excerpt (hit frequency here may not be typical).

item | GAA spleen mod | JMJD2E inh | GAA inh | RGS12 GoLoco inh | GAA glycogen mod | aGal spleen mod | ALDH1A1 inh | SMN2 splice enh | SMILES
1 | 0% | -14% | -6% | 5% | -4% | -3% | 0% | / | CCOc1ccc(N2CC(C(=O)Nc3cccc(S(=O)(=O)N4CCCCC4)c3)CC2=O)cc1 (stereo not given)
2 | -6% | -1% | 0% | -8% | 5% | -6% | -17% | -10% | Cc1cc(NCc2ccccc2Cl)n2nnnc2n1
3 | -1% | ? | 1% | 0% | -3% | -2% | ? | -8% | Cn1c(C(=O)N2CCN(Cc3ccccc3)CC2)cc2c(=O)n(C)c3ccccc3c21
4 | -11% | 13% | -1% | 0% | -1% | -24% | 8% | -31%[inhibitor] | Cc1nn(C)c(Oc2ccc(Cl)cc2)c1C=O
5 | 3% | 5% | 2% | -5% | 14% | -6% | 10% | 0% | CCNC(=O)COc1cc(C)c(Br)c(C)c1
6 | 4% | -10% | -13% | 10% | ? | -3% | 4% | / | COc1ccc(NC(=S)N2CCN(C(c3ccccc3)c3ccccc3)CC2)c(OC)c1
7 | -10% | 9% | -3% | -6% | -3% | 3% | ? | 2% | Cc1ccc2c(c1)c1nnc(SCC(=O)Nc3cccc(Cl)c3C)nc1n2CC(=O)O
8 | -2% | 15% | -5% | -9% | 3% | -5% | ? | ? | CCC(=O)N(Cc1cc2c(C)cc(C)cc2[nH]c1=O)C1CCCCC1
9 | 6% | 4% | -7%[15.4 µM] | 10% | -3% | -3% | 2% | -6% | COc1ccc2cc[nH]c2c1
10 | -3% | -5% | ? | 5% | 11µM* | -3% | ? | ? | CN1C(=O)/C(=C/C=C2\SCCN2C)N(C)C1=S
11 | -5% | 0% | -6% | 0% | 3% | -7% | 3% | 6% | COc1ccc(-n2c(C(C)(C)C)csc2=Nc2c(C)n(C)n(-c3ccccc3)c2=O)cc1
12 | -4% | 3% | / | 1% | / | 3% | 1% | -2% | CC(=O)OC1CC[C@]2(C)C(=CCC3C4CCC(C(C)CCCC(C)C)[C@]4(C)CCC32)C1 (stereo not given in full)
13 | -5% | ? | -3% | 6% | -5% | -4% | 16% | 7% | Clc1ccc(Nc2nc(NCCN3CCOCC3)nc(N3CCOCC3)n2)cc1
14 | -5% | 9% | -5% | -3% | 26% | -5% | -3% | 5% | CCOc1cc(N2CCOCC2)c(OCC)cc1NC(=O)CN1CCN(Cc2ccc3c(c2)OCO3)CC1
15 | 4% | 4% | 4% | 5% | -14% | -10% | 1% | -7% | CC(C)C(NC(=O)c1ccc(Br)cc1)C(=O)NC1=NCCS1 (stereo not given)
16 | -1% | 0% | ? | 4% | 3% | 2% | ? | 15% | CC1CCN(c2nc3c(c(=O)[nH]c(=O)n3C)n2Cc2ccccc2Cl)CC1
17 | 1% | -22% | -2% | -28% | -5% | 0% | ? | 23% | Cc1ccc(S(=O)(=O)NCC(=O)OCc2csc(-c3ccccc3)n2)cc1
18 | -6%&4%&2% | 9%&-2% | -2%[15.4 µM] | 9%&4%&-3% | -5% | 6%&-5%&17% | 3%&9%&-2% | -38%&-6%&-7%[inhibitor] | Cc1cc(=O)[nH]c(=S)[nH]1
19 | 1% | 8% | / | 9% | 4% | 7% | / | / | Cc1cc(C)nc(-n2ncc3c2CC(C)CC3=O)n1 (stereo not given)
20 | -24% | -18% | 11% | 5% | 4% | -4% | ? | -12% | CCn1c(CCCNC(=O)c2cccs2)nc2ccccc21
21 | -10% | -5% | -3% | 22% | 7% | -9% | -5% | -5% | Cc1cccc(Nc2nnc(SCC(=O)Nc3ncc(C(F)(F)F)cc3Cl)s2)c1C
22 | 1% | 0% | -2% | 12% | -5% | 2% | -2% | 13µM* | O=C1CCn2nc(-c3ccc(Cl)cc3)cc2N1
23 | -3% | 7% | -20% | 3% | 7% | -4% | 11% | 7% | Oc1[nH]c2ccccc2c1OCc1ccncc1
24 | -19% | -10% | 1% | 0% | -12% | 2% | -1% | -64%[inhibitor] | COc1cccc2cc(C(C)N(CCCN3CCOCC3)C(=S)Nc3ccc(C)cc3)oc12 (stereo not given)
25 | -8% | -10% | 1% | 11% | 1% | -11% | -5% | 8% | Cc1ccc(S(=O)(=O)Nc2c(C)ccc3nsnc23)cc1
26 | 7% | 0% | 0% | 6% | -25% | 15% | ? | 16% | O=C(NC1CCCC1)C(c1ccncc1)N(Cc1ccccc1)C(=O)Cc1cccs1 (stereo not given)
27 | 3% | 9% | / | 13% | 0% | 2% | / | / | N#Cc1ccc(OCC(=O)Nc2cc(S(=O)(=O)N3CCOCC3)ccc2N2CCOCC2)cc1
28 | -4% | -3% | -2% | 3% | -8% | -10% | 1% | -1% | O=C(O)c1c(F)c(F)cc2ccccc12
29 | -3% | 7% | 5% | 10% | 5% | 2% | 3% | 12% | CCn1c(COc2ccc3c(c2)CCCC3)nnc1SCC(=O)Nc1nccs1
30 | 1% | ? | ? | -13% | 5% | 4% | ? | -15% | Cc1cc2oc(C(=O)NCc3ccncc3)c(C)c2cc1C

As a short view, some entries already given.
item | GAA spleen mod | JMJD2E inh | GAA inh | RGS12 GoLoco inh | GAA glycogen mod | aGal spleen mod | ALDH1A1 inh | SMN2 splice enh | SMILES
25 | -8% | -10% | 1% | 11% | 1% | -11% | -5% | 8% | Cc1ccc(S(=O)(=O)Nc2c(C)ccc3nsnc23)cc1
26 | 7% | 0% | 0% | 6% | -25% | 15% | ? | 16% | O=C(NC1CCCC1)C(c1ccncc1)N(Cc1ccccc1)C(=O)Cc1cccs1 (stereo not given)
27 | 3% | 9% | / | 13% | 0% | 2% | / | / | N#Cc1ccc(OCC(=O)Nc2cc(S(=O)(=O)N3CCOCC3)ccc2N2CCOCC2)cc1
28 | -4% | -3% | -2% | 3% | -8% | -10% | 1% | -1% | O=C(O)c1c(F)c(F)cc2ccccc12
29 | -3% | 7% | 5% | 10% | 5% | 2% | 3% | 12% | CCn1c(COc2ccc3c(c2)CCCC3)nnc1SCC(=O)Nc1nccs1

(more compounds)
item | GAA spleen mod | JMJD2E inh | GAA inh | RGS12 GoLoco inh | GAA glycogen mod | aGal spleen mod | ALDH1A1 inh | SMN2 splice enh | SMILES
31 | -21% | ? | ? | 48%[activator] | 0% | -2% | ? | -96% | CCCCCCc1cc2cc(-c3nnc(-c4ccccc4OC)o3)c(=O)oc2cc1O
32 | -12% | ? | -8% | 3% | 10% | 2% | -7% | / | CC(=O)Cc1nsc(NC(=O)c2cccs2)n1
33 | 2% | 2% | -9% | 10% | -4% | 4% | -11% | ? | O=C(OCc1ccccc1F)c1ccc2c(c1)OCCO2
34 | -7% | -8% | -7% | 7% | 5% | 7% | -8% | -7% | CCC(CC)c1nnc(NC(=O)[C@@H](NC(=O)c2cccc(C)c2)C(C)C)s1
35 | 0% | 0% | 5% | 1% | 5% | 2% | 2% | -20% | O=C(Cn1cnc2c(cnn2-c2ccccc2Cl)c1=O)N1CCc2ccccc21
36 | -6% | -6% | / | 11% | 5% | 3% | / | / | C/C(=N\Nc1nc(-c2ccccn2)nc2ccccc12)c1ccc(F)cc1
37 | -1% | 4% | 1% | 7% | 8% | -1% | -6% | -15% | O=C(CCc1ccccc1)NC(NC(=S)Nc1ccc(Cl)cc1)C(Cl)(Cl)Cl (stereo not given)
38 | -3% | -4% | -10% | -7% | 7% | -10% | ? | 11% | Cc1cc(OC(=O)c2ccco2)c(Sc2ccccc2[N+](=O)[O-])c(=O)o1
39 | -4% | -1% | -8% | 0% | 8% | -9% | 5% | -6%[1.84 µM] | COc1ccc(NC(=O)NC23CC4(C)CC(C)(CC(C)(C4)C2)C3)cc1
40 | 0% | 5% | -4% | 0% | 6% | 2% | 16% | -13% | O=S(=O)(Nc1cccc(C(F)(F)F)c1)c1cccnc1
41 | -2% | -3% | 6% | 2% | 1% | -10% | -15% | -23% | COc1ccccc1NC(=O)N1CCN(c2ccc(F)cc2)CC1
42 | -19% | -6% | -5% | 9% | -10% | 2% | 1% | 14% | NS(=O)(=O)c1cccc(NS(=O)(=O)c2ccc(/C=C/C(=O)OCC(=O)c3ccccc3)cc2)c1
43 | -7% | 1% | 3% | 6% | -4% | 1% | 6% | 7% | Cc1ccc(C(=O)N/C(=C/c2ccco2)C(=O)O)cc1
44 | 5% | -4% | -6% | 5% | 2% | -1% | -5% | -4% | Cc1csc(NC(=O)C2CCCN2C(=O)OCC(C)C)n1 (stereo not given)
45 | 1% | -10% | / | 4% | 3% | -3% | / | / | CCO[C@@H]1OC(C(=O)NC2CC2)=C[C@H](C)[C@H]1CCCO
46 | 0% | -2% | -5%[15.4 µM] | 7% | -1% | 2% | / | / | CC(Cc1ccccc1)(NC(=O)CN)c1ccccc1 (stereo not given)
47 | -4% | -1% | -5% | 3% | 13% | 4% | -1% | -5% | Cn1c(Cn2cnc3ccccc32)nnc1SCC(=O)CC(=O)Nc1ccccc1
48 | 2% | 1% | -6% | 8% | 4% | 6% | 5% | ? | COc1ccc(NC(C)=O)cc1NC(=O)CSc1nc2ncccc2[nH]1
49 | -16% | 2% | -8% | 3% | 12% | -5% | -10% | -33%[inhibitor] | Cc1cccc(N2CCN(C(=O)C3CCN(S(=O)(=O)c4cccnc4)CC3)CC2)c1C
50 | 2% | -1% | -4% | 5% | 1% | -3% | -7% | -21% | Nc1c(C(=O)Nc2ccccc2)sc2nc3c(c(-c4ccco4)c12)CCC3
51 | -4% | 12% | 5% | 2% | 8% | -9% | ? | / | CCOC(=O)C1(CCOC)CCN(C(=O)c2ccccc2-c2cccc(C)c2)CC1
